# p53 reactivator – re-activators of mutant p53; H1299 p53-A138V BP100-luciferase reporter, luminescence, 24 h; Potency, µM (highest dose often 92.2 µM), inactives show at the top dose activity change, positive = activation, hits mostly activators; actives 0.063% (n = 320,000); AID 504706; note: % of control where 0% means no effect; nearly all actives have a fitted effect of over 45% in size
#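 p53-null H1299 cells stably carrying temperature-sensitive p53-A138V and a BP100-luciferase reporter were pinned with compounds (4-point, 1:5 series) and held 24 hrs at 37 deg C. Luminescence was read 10 min after detection reagent.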
# MBNL1-CUG inh – inhibitors of human MBNL1 binding to CUG repeat RNA | Q9NR56 | TR-FRET MBNL1-His/biotin-(CUG)12 binding, 665/545 ratio | Potency, µM (top dose mostly 57.5 µM), without a hit: at the highest dose activity change, negative = inhibition, actives largely listed as inhibitors | actives 0.036% (n = 280,000); active = well fitted inhibition curve with a large enough effect in the signal ratio, with a control signal flat, not every such curve was filed as active; inconclusive = small, poorly fitted or top-dose-only effect, or effect the other way, or a change in a side signal; inactive = no such curve, though single readings can be large or run the other way; the % refers to the signal ratio; note: % is set by controls: 0 for no effect and ±100 for the full control effect
#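 MBNL1-His + Biotin-(CUG)12, cpd titration 92 nM–58 uM; Tb anti-His Ab 0.055 ng/ul, SA-XL665 5 nM (final); 60 min RT; ratiometric 665/545 nm, Ex 340 nm; normalized to buffer and full-complex controls.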
# ELG1 genotox – induces genotoxicity in HEK293T cells with luciferase-tagged ELG1. Potency, µM (titrated, usually from 46 µM), inactives show at the highest dose activity change, positive = activation, actives largely listed as activators. AID 504466. actives 1.3% (n = 330,000). HEK293T ELG1-luciferase reporter, luminescence, 16 h; note: % of control where 0% means no effect; nearly all actives have a fitted effect of over 60% in size
#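 HEK293T cells expressing luciferase-tagged ELG1 were exposed to compound or DMSO vehicle for 16 hr at 37 °C and 5% CO2. Luciferase activity was then measured with ONE-Glo after 30 min at room temperature.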
# NPC1 promoter act – activates the NPC1 promoter | Huh7 NPC1 promoter luciferase reporter, 24 h | Potency, µM (top dose mostly 9.22 µM), for inactives: at the top dose activation, usual class: activators | actives 2.4% (n = 320,000);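 note: % of control where 0% means no effect; nearly all actives have a fitted effect of over 60% in size; reporter is driven by a mutant NPC1 promoter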
#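 Luminescence read-out of NPC1 promoter-driven luciferase in stably transfected Huh7 cells; compounds delivered in DMSO and left 24 h at 37C, 5% CO2, qHTS titration format.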
# VP16 counter – counter-screen for ROR gamma inhibitors: Gal4-VP16 reporter; actives 3.5% (n = 310,000); Potency, µM (top dose mostly 53.6 µM), inactives show top-dose activity, negative = inhibition, actives largely listed as inhibitors; Drosophila S2 Gal4-VP16 UAS-luciferase, luminescence, 20 h;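 note: Gal4-VP16 expression switched on by copper sulfate through the metallothionein promoter; % is set by controls: 0 for no effect and ±100 for the full control effect; nearly all actives have a fitted effect of over 50% in size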
# BRCA1 expr up – increases BRCA1 expression; actives 1.1% (n = 380,000); Potency, µM (highest dose often 46.1 µM), for the others: at the highest dose activation, actives largely listed as activators; MCF7-BRCA1-FFLuc reporter, luminescence, 48 h; response scale: scaled: vehicle 0%, 10 µM genistein 100%; AID 624202; note: nearly all actives have a fitted effect of over 80% in size; some results filed as inactive show a strong effect at the top dose
#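 MCF7-BRCA1-FFLuc, 2000 cells/well; 2 h attach, 37 °C/5% CO2; compound 48 h; luciferase substrate 15 min; luminescence end-point. Norm. to genistein 10 microM max activation and DMSO; concentration-response curves fitted.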
# Rab9 prom act – activates the Rab9 promoter; Huh7 Rab9 promoter-luciferase reporter, luminescence, 24 h; Potency, µM (top dose mostly 9.22 µM), without a hit: at the top dose activation, negative = inhibition, hits mostly activators; actives 2.8% (n = 320,000); AID 485297; note: % of control where 0% means no effect; nearly all actives have a fitted effect of over 60% in size
#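 Luminescence read-out: Huh7 cells stably expressing Rab9-luciferase, treated 24 h with compound at 37 °C, then lysed with luciferase reagent for 10 min at ambient before reading.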
# RORgamma inh – blocks mouse ROR gamma transcriptional activity; Drosophila S2 Gal4-RORgamma UAS-luciferase reporter, 20 h; Potency, µM (top dose mostly 53.6 µM), for inactives: at the highest dose activity change, negative = inhibition, actives largely listed as inhibitors; actives 5.4% (n = 310,000); P51450; note: % is set by controls: 0 for no effect and ±100 for the full control effect; nearly all actives have a fitted effect of over 60% in size
# Target sequence (P51450 whole entry, looked up, the tested form may be a part): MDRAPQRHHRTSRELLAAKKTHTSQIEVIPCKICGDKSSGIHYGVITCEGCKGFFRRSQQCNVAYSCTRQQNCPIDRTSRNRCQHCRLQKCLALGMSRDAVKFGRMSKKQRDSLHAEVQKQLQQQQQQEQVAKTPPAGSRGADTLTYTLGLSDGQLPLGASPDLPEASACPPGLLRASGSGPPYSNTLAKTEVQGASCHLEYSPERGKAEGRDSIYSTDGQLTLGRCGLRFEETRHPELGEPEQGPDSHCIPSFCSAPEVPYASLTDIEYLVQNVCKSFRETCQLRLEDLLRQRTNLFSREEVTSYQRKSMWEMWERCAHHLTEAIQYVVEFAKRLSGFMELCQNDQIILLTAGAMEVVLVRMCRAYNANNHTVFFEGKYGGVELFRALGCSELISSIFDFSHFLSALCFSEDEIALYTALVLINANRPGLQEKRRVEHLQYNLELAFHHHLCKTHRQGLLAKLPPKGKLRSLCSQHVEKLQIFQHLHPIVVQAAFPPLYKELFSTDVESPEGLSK
#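 In this cell-based reporter format, copper sulfate (700 uM final) drives Gal4–ROR gamma fusion expression from a metallothionein promoter in Drosophila Schneider cells; compounds preincubated 1 hr, reporter read after 20 hr at ambient temperature.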
# FLuc modulator – inhibits or activates purified firefly luciferase, miR-21 counter-screen; actives 6.9% (n = 360,000); Potency, µM (top dose mostly 57.5 µM), for the others: at the highest dose activity change, negative = inhibition, most hits filed as inhibitors; P08659; purified FLuc, Km substrates, luminescence inhibition;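 note: plate controls were vehicle for no effect and reference inhibitor for full effect; nearly all actives have a fitted effect of over 55% in size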
# Target sequence (P08659 whole entry, looked up): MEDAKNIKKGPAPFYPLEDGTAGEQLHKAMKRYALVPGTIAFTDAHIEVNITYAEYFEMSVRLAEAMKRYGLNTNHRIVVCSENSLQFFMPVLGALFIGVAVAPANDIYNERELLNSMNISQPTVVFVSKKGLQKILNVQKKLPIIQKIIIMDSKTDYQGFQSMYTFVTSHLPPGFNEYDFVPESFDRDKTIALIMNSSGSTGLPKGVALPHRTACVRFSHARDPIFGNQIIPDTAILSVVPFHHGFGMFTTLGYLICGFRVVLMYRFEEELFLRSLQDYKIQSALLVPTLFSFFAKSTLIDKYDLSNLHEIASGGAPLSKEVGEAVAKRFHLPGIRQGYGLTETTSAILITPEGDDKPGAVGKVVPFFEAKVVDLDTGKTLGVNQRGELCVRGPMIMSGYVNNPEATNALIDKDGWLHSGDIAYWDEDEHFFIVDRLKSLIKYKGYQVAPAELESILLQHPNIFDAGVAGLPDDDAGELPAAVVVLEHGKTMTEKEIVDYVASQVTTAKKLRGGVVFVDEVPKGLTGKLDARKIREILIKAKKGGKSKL
#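 Purified P. pyralis luciferase, 10 nM final, with Km-level 10 uM D-luciferin and 10 uM ATP in 50 mM Tris acetate pH 7.5, 10 mM Mg acetate, 0.01% Tween-20, 0.05% BSA; 6-point qHTS titration about 60 µM downward; luminescence read.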
# uPA surface inh – blocks generation of uPA at the cell surface; cell surface uPA generation assay, qHTS; Potency, µM (series often up to 38.3 µM), without a hit: at the top dose activity change, negative = inhibition, usual class: inhibitors; actives 0.31% (n = 330,000); AID 540303; active = well fitted inhibition curve with a large enough effect; inconclusive = small, poorly fitted or top-dose-only effect; inactive = no such curve, though single readings can be large or run the other way; tested in mouse RAW 264.7 cells; note: % is set by controls: 0 for no effect and ±100 for the full control effect; nearly all actives have a fitted effect of over 55% in size
# The depositor's hits bear a star; ? = inconclusive; . = not tested or not shown; [ ] = another dose, or the depositor's remark. Unless noted, calls come from the whole dose curve; as a rule, active = well fitted curve in the direction sought with a large enough effect; inconclusive = small, poorly fitted or top-dose-only effect, or another doubt; inactive = no such curve, though single readings can be large; an effect the other way counts as inactive or inconclusive. Potency is the fitted concentration of half-maximal effect. Random draw from the library; overall some 13% were active at least once.
SMILES	p53 reactivator	MBNL1-CUG inh	ELG1 genotox	NPC1 promoter act	VP16 counter	BRCA1 expr up	Rab9 prom act	RORgamma inh	FLuc modulator	uPA surface inh
Cc1cc(NC(=O)COC(=O)c2cc(S(=O)(=O)N(C)C)ccc2Cl)no1	10%	.	-3%	-1%	.	0%	11%	.	1%	-15%
CCO[C@@H]1OC(C(N)=O)=C[C@H](c2ccc3c(c2)OCO3)[C@H]1CCCO	-6%	-12%	2%	-2%	5%	-3%	-3%	-1%	0%	-3%
Cc1cc(C)c2cc(C#N)c(SCC(=O)Nc3ccc4c(c3)OCO4)nc2c1	-1%	45%[activator]	14%	-8%	-6%	7%	-3%	-2%	2%	-2%
O=C(C1CCC1)N1CCc2cc(S(=O)(=O)NCc3ccco3)ccc21	-24%	-1%	1%	-2%	3%	-8%	0%	?	4%	-3%
CCCCNC(=O)c1cc2c(=O)n(CC)c3ccccc3c2s1	-4%	4%	3%	-10%	-8%	-26%	-12%	12%	-6%	2%
NC(=O)C1CN(C(=O)c2cccc(S(=O)(=O)N3CCc4ccccc43)c2)c2ccccc2O1 (stereo unspecified)	-12%	.	-5%	-4%	.	-30%	0%	.	-1%	10%
Cc1cc2nc(CSc3ccccc3)cc(=O)n2[nH]1	0%	-12%	-5%	10%	-12%	-4%	6%	0%	?	6%
Cc1cccc(C)c1N1CC(=O)N(c2c(C)cccc2C)CC1=O	0%	1%	0%	-2%	-3%	-15%	-2%	19%	4%	4%
COc1ccccc1CNC(=O)C12CC3CC(CC(C3)C1)C2	8%	-4%	4%	1%	-1%	-5%	1%	-9%	-5%	5%
CCC(Sc1nnc2c3ccccc3n(CC)c2n1)C(=O)Nc1sc2c(c1C#N)CCCC2 (stereo unspecified)	0%	13%	?	-4%	-1%	0%	3%	8%	11%	0%
O=C(CN1C(=O)NC2(CCCC2)C1=O)N1CCN(S(=O)(=O)c2ccccc2)CC1	3%	?	3%	-4%	-7%	12%	6%	11%	0%	2%
CCOC(=O)Cn1c(=NC(=O)c2cccs2)sc2cc(C(=O)OC)ccc21	27%	.	?	27%	2%	77%	26%	24%	?	-3%
COc1cc(N2CCCC2)ccc1[N+](=O)[O-]	21%	?	-4%	3%	-1%	20%	-3%	?	-13%	1%
CN(Cc1ccccc1)C(=O)CCn1c(=O)oc2ccccc21	4%	-5%	-7%	1%	-4%	31%	2%	3%	-3%	-1%
COc1ccc(C(=O)CSc2nnc(CN3CCCC3)n2-c2ccc(F)cc2)c(OC)c1	1%	.	-2%	0%	-9%	-8%	-2%	-12%[10 µM]	7%	-4%
Cn1c(SCc2ccc([N+](=O)[O-])cc2)nc2c(c1=O)SCC2	9%	20%	-2%	-12%	?	-17%	-4%	30%	-8%	-3%
O=C(O)C(Cc1c[nH]c2ccccc12)NS(=O)(=O)c1cccc(Cl)c1Cl (stereo unspecified)	.	-7%	0%	1%	1%	6%	-3%	4%	-2%	11%
COc1ccc(CCNC(=O)Cn2nnc(C(=O)Nc3cccc(C)c3C)c2N)cc1OC	3%	1%	-2%	-3%	2%	-23%	-1%	-24%	-18%	2%
CCC(C)(C)n1nnnc1C(c1ccccc1)N1CCN(Cc2ccccc2)CC1 (stereo unspecified)	1%	1%	-3%	-8%	4%	-5%	-5%	6%	1%	1%
O=C(CNC(=O)C12CC3CC(CC(C3)C1)C2)N/N=C\c1ccccn1	0%	3%	0%	-5%	7%	-3%	-5%	7%	-2%	0%
Cc1c(C(=O)Nc2ccc(F)cc2)cn2c(nc3ccccc32)c1C#N	-6%	0%	?	-2%	-11%	-8%	-5%	20%	0%	-1%
Cc1ccc([N+](=O)[O-])c(C(=O)Nc2cccnc2Cl)c1	0%	?	0%	0%	4%	-1%	0%	-17%	-2%	-18%
O=C(COc1ccccc1[N+](=O)[O-])Nc1cc(C(=O)O)cc(C(=O)O)c1	-3%	27%	0%	-2%	-1%	4%	2%	3%	-3%	-1%
Fc1ccc(N/N=C2/CCSc3sccc32)c(F)c1	9%	7%	8%	-5%	-15%	-28%	-4%	-1%	?	3%
COc1ccc(-n2nc3c(c2NC(=O)c2cc(Br)ccc2Cl)CS(=O)C3)cc1 (stereo unspecified)	-5%	-3%	-3%	-2%	14%	0%	-3%	1%	2%	0%
CC(CCc1ccccc1)NC(=O)C(=O)N1CCOCC1 (stereo unspecified)	0%	3%	2%	-4%	-1%	5%	0%	18%	0%	0%
O=C(COc1ccc(Br)cc1Cl)NC(=S)Nc1ccccn1	?	7%	1.6µM*	?	?	?	?	?	1.1µM*	-18%
Cc1[nH]n(-c2ccccc2)c(=O)c1N=Nc1ccc(Cl)cc1	-3%	-3%	-2%	23%	7%	-43%	13%	-20%	-19%	6%
O=S(=O)(Nc1ccn(-c2ccccc2)n1)c1ccc(Br)cc1	?	-9%	0%	10%	17%	12%	-8%	?	?	6%
COc1ccccc1CCC(=O)Oc1ccccc1C#N	13%	-5%	-5%	0%	3%	-12%	-1%	-21%	1%	4%
CN(C)CCNC(=O)c1[nH]nc2c1CCc1ccccc1-2	?	2%	?	0%	25%	17%	6%	0%	?	2%
Cc1c(Br)c([N+](=O)[O-])nn1CC(=O)Nc1ccc(C(N)=O)cc1	7%	?	2%	-1%	-4%	1%	-7%	-24%	1%	7%
Cc1cccc(N2CCN(S(=O)(=O)c3ccc4c(c3)C(C)(C)C(=O)N4C)CC2)c1C	7%	3%	-4%	-2%	-1%	-39%	8%	33%	0%	2%
O=C(/C=C/c1ccccc1Cl)NCCN1CCOCC1	-4%	1%	7%	3%	-4%	25%	-1%	14%	-3%	-5%
Cc1nn(C)c(C(=O)N/N=C/c2ccc(C(F)(F)F)cc2)c1[N+](=O)[O-]	0%	?	1%	0%	?	3%	1%	17%	-1%	12%
CCC1(C(=O)c2ccccc2)C2c3cc(Br)ccc3OC(=O)C21C(=O)N1CCOCC1 (stereo unspecified)	-6%	-4%	1%	-2%	3%	-10%	5%	24%	2%	3%
CCNc1nc(NCC)nc(N(CC)C(N)=S)n1	-5%	-5%	?	-5%	?	-15%	-5%	5µM*	-2%	-9%
O=C(COC(=O)CN1C(=O)COc2ccccc21)NCc1ccc(F)cc1	0%	.	0%	-3%	.	-1%	1%	.	-3%	4%
CSc1ccccc1C(=O)NCC(c1ccco1)N(C)C (stereo unspecified)	4%	-5%	0%	-3%	3%	17%	-2%	15%	-1%	1%
Cc1cc(N2CCCC2)nc(-c2ccccc2O)n1	7%	-6%	-3%	13%	?	2%	-1%	25%	?	-4%
CCc1cc(CNC(=O)c2ccc3nc(Cc4ccc(OC)c(OC)c4)oc3c2)on1	?	-5%	9%	0%	?	1%	-10%	?	-12%	7%
CCC1(O)c2ccccc2-c2ncccc21 (stereo unspecified)	-5%	-4%	1%	0%	2%	1%	0%	-3%	2%	-2%

# Nine of the compounds above, with values under each structure:
# Results follow in this order: p53 reactivator, MBNL1-CUG inh, ELG1 genotox, NPC1 promoter act, VP16 counter, BRCA1 expr up, Rab9 prom act, RORgamma inh, FLuc modulator, uPA surface inh
CC(CCc1ccccc1)NC(=O)C(=O)N1CCOCC1 (stereo unspecified)
 : 0%, 3%, 2%, -4%, -1%, 5%, 0%, 18%, 0%, 0%
O=C(COc1ccc(Br)cc1Cl)NC(=S)Nc1ccccn1
 : ?, 7%, 1.6µM*, ?, ?, ?, ?, ?, 1.1µM*, -18%
Cc1[nH]n(-c2ccccc2)c(=O)c1N=Nc1ccc(Cl)cc1
 : -3%, -3%, -2%, 23%, 7%, -43%, 13%, -20%, -19%, 6%
O=S(=O)(Nc1ccn(-c2ccccc2)n1)c1ccc(Br)cc1
 : ?, -9%, 0%, 10%, 17%, 12%, -8%, ?, ?, 6%
COc1ccccc1CCC(=O)Oc1ccccc1C#N
 : 13%, -5%, -5%, 0%, 3%, -12%, -1%, -21%, 1%, 4%
CN(C)CCNC(=O)c1[nH]nc2c1CCc1ccccc1-2
 : ?, 2%, ?, 0%, 25%, 17%, 6%, 0%, ?, 2%
Cc1c(Br)c([N+](=O)[O-])nn1CC(=O)Nc1ccc(C(N)=O)cc1
 : 7%, ?, 2%, -1%, -4%, 1%, -7%, -24%, 1%, 7%
Cc1cccc(N2CCN(S(=O)(=O)c3ccc4c(c3)C(C)(C)C(=O)N4C)CC2)c1C
 : 7%, 3%, -4%, -2%, -1%, -39%, 8%, 33%, 0%, 2%
O=C(/C=C/c1ccccc1Cl)NCCN1CCOCC1
 : -4%, 1%, 7%, 3%, -4%, 25%, -1%, 14%, -3%, -5%
